LAP4 TOR yeast – alters LAP4-GFP fluorescence in TOR pathway yeast screen. hit rate 0.34% among 320,000. S. cerevisiae LAP4-GFP multiplex, flow cytometry GFP, 3 h; median GFP as percent of DMSO wells. GFP response vs DMSO, % at 10 µM;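 active = GFP response vs DMSO above a set limit, about the screen mean plus 3 SD, cut at about 150% in these data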
MEP2 TOR yeast – yeast TOR pathway MEP2-GFP modulation | S. cerevisiae MEP2-GFP strain, flow cytometry GFP, 3 h; 100% = DMSO control level | hit rate 0.51% among 330,000 | AID 2016 | GFP response vs DMSO, % at 10 µM;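 active = GFP response versus DMSO above a set limit, roughly screen mean plus 3 SD, cut at about 180% in these data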;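 note: median GFP fluorescence of the barcode-gated MEP2-GFP cells per well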
RPL19A-GFP yeast – yeast TOR pathway RPL19A-GFP modulation | hit rate 0.3% among 330,000 | percent response vs DMSO, % at 10 µM | AID 2025 | S. cerevisiae RPL19A-GFP strain, flow cytometry, 3 h; stronger effect = lower value;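 active = percent response vs DMSO below 50%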;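 note: median channel GFP fluorescence of the barcoded RPL19A-GFP strain; ratio of sample median GFP to plate DMSO average so 100% = DMSO; lower means less RPL19A-GFP as with rapamycin TOR inhibition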
ZTA counter – ZTA (EBV) inhibition in EBNA-1 counter-screen; inhibition, % at 11 µM; P03206; hit rate 0.15% among 320,000; ZTA-DNA binding, fluorescence polarization; in the data active = inhibition above about 33%
AHR activator – human AHR activation; AHR-responsive luciferase reporter cells, luminescence; activation, % at 5 µM; hit rate 2.5% among 320,000; in the data active = activation above about 47%;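 note: 0% = vehicle wells and 100% = reference agonist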
proCasp7 act – counter-screen for procaspase-3 activators: activators of human procaspase-7; activation, % at 8.5 µM; recombinant procaspase-7, Ac-DEVD-pNA absorbance 405 nm; D23A/D198A/D206A triple mutant, cannot self-cleave; scale: DMSO 0, 5 µM enzyme 100; P55210; hit rate 0.093% among 330,000;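 active = percent activation above the screen-wide mean plus 3 SD, cut at about 25% in these data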
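Replicates: singlicate. Assay system: Procaspase-7 triple mutant (PC-7 D3A). Signal: 405 nm absorbance of p-nitroaniline. Times: 1 h preincubation, 2 h reaction. Buffer or medium: Zinc-free HEPES pH 7.4 with 300 mM NaCl, 0.01% Triton X-100. Also added: DEVD-pNA substrate. Benchmarks: DMSO wells as 0%, DMSO with 5 µM added PC-7 as 100%.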
EBNA-1 inhibitor – blocks EBNA-1 binding to DNA; EBNA-1 DNA binding, fluorescence polarization; inhibition, % at 14.8 µM; hit rate 0.34% among 300,000; in the data active = inhibition above about 28%
procasp3 activ – activators of human procaspase-3 | P42574 | recombinant procaspase-3 D3A, Ac-DEVD-pNA absorbance 405 nm | activation, % at 8.5 µM | hit rate 0.11% among 330,000 | AID 463141;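 active = activation above the mean of all tested compounds plus 3 SD, cut at about 21% in these data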;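 note: 0% = DMSO alone and 100% = DMSO wells spiked with extra 5 µM PC-3 D3A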
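material = Procaspase-3 D3A mutant | probe or stimulus = Ac-DEVD-pNA | compound = single dose, 8.5 µM nominal compound, 0.8% DMSO | timing = 1 h preincubation, 2 h reaction | measured by = 405 nm absorbance of p-nitroaniline, reads at 0 and 120 min | benchmarks = DMSO-only low control, 5 µM PC-3 D3A high control | repeats = singlicate, each compound tested once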
* hit, by the source's call; / = not tested or not shown. Rows were taken by chance; any-hit rate near 3.8%.

no.	SMILES	LAP4 TOR yeast	MEP2 TOR yeast	RPL19A-GFP yeast	ZTA counter	AHR activator	proCasp7 act	EBNA-1 inhibitor	procasp3 activ
1	CCOc1ccc(/C=N/NC(=O)c2ccccc2C)cc1CN1CC2CC(C1)c1cccc(=O)n1C2 (stereo not given)	108	99	105	-21	36	1	/	1
2	CCOC(=O)CNC(=O)c1sc2ncnc(N3CCc4ccccc4C3)c2c1C	113	101	97	-12	45	5	-2	0
3	Cc1cc(=O)oc2cc(OCC(=O)OC(C)C(=O)NC3CCCC3)ccc12 (stereo not given)	100	100	98	8	1	-1	-1	7
4	O=S(=O)(Nc1ccc(Br)cc1)c1cccc2nonc12	152*	95	80	-6	-1	2	-7	2
5	CCN(CC(=O)O)S(=O)(=O)c1cc(Cl)ccc1Cl	99	119	96	-3	1	9	9	-1
6	COc1cc(OC)c(OC)cc1CNCC1COc2ccccc2O1 (stereo not given)	94	98	101	5	-2	2	10	-3
7	CCN1C(=O)N(C)[C@@H](c2ccccc2)C(C(C)=O)=C1C	105	107	100	10	-2	1	-12	-2
8	CCCCC(CC)CNC(=O)CC1Nc2c3ccccc3nc(=S)n2C1=O (stereo not given)	97	93	109	-6	-1	7	1	10
9	COc1ccc(S(=O)(=O)NCC(c2ccc(C)cc2)N2CCN(C)CC2)cc1OC (stereo not given)	90	99	97	-3	1	-1	-5	6
10	COc1ccc(CC(NC(C)=O)C(=O)NC2CCN(c3nnnn3-c3ccccc3)CC2)cc1OC (stereo not given)	103	64	93	10	-2	5	3	1
11	CC(=O)Nc1ccc(S(=O)(=O)Nc2nc3ccccc3nc2N2CCCCCC2)cc1	100	101	99	-3	-2	2	-3	6
12	CC1(C)Cc2c(C#N)c(N3CCN(C(=O)c4ccccc4)CC3)nc(-c3ccco3)c2CS1	92	98	98	16	-2	-20	-1	-19
13	CCOC(=O)c1cc(-c2cccc([N+](=O)[O-])c2)n[nH]1	129	94	88	5	3	-6	-4	-4
14	CCC(=O)c1ccc(OCC(=O)OC(C)C(=O)N2CCc3ccccc32)cc1 (stereo not given)	106	102	107	6	-1	-2	6	-6
15	CC1=C(C(=O)Nc2ccccn2)C(c2cn(C)nc2C)C2=C(CCCC2=O)N1 (stereo not given)	95	113	110	-9	3	-3	10	1
16	Cn1c2ccccc2c(=O)c2ccc(C#CC3(N)CCCCC3)cc21	123	97	101	1	32	-6	14	-6
17	CC1(C)Cc2cccc(OCC(=O)N3CCN(c4ccc([N+](=O)[O-])cc4)CC3)c2O1	107	106	104	-34	0	-4	-26	0
18	C#CCOCCOCCOCCNc1nc(N2CCN(C(=O)CCCCCCCCCCNC(=O)Cn3cc(CCCCCN)nn3)CC2)nc(N2CCN(C(=O)CCCCCCCCCCNC(=O)[C@H]([C@@H](C)CC)n3cc(CCCCCN)nn3)CC2)n1	128	87	89	83*	-2	-2	4	-1
19	O=[N+]([O-])c1ccccc1N(CC1CO1)S(=O)(=O)c1ccccc1 (stereo not given)	100	107	101	9	0	-15	3	-3
20	O=C(CN1C(=O)NC2(CCCCC2)C1=O)Nc1ccc(Cl)c(S(=O)(=O)N2CCOCC2)c1	94	99	97	-16	4	-5	/	0
21	CC1CCC(NC(=O)CCNC(=O)c2ccccc2)CC1 (stereo not given)	94	103	93	0	6	-3	7	1
22	COc1cc2c(=O)n(CCC(=O)NCC3CCCO3)c(=O)n(CC(=O)c3ccc(Cl)cc3)c2cc1OC (stereo not given)	101	106	105	8	1	12	4	2
23	Cc1ccc(Cl)cc1N1CCN(C(=O)Cc2c(C(=O)O)[nH]c3ccc(Cl)cc23)CC1	111	112	102	20	5	3	6	3
24	Cc1ccc(C(=O)N/C(=C\c2ccc(-c3ccccc3[N+](=O)[O-])o2)C(=O)NCCN(C)C)cc1	110	108	100	-7	52*	-13	-6	-7
25	Cc1nn(Cc2ccc(C(=O)Nc3nc4c(C)cccc4s3)o2)c(C)c1Br	96	100	99	5	12	9	-3	5
26	COc1ccc(OCCCCOc2ccccc2Cl)cc1	100	98	95	10	1	11	9	5
27	Cn1c(CC(=O)Nc2ccccc2)cc2ccccc21	109	106	104	-12	29	8	4	-3
28	Cn1c(=O)c2c(nc(NC3CCCCC3)n2CC(O)COc2ccccc2)n(C)c1=O (stereo not given)	98	111	99	-7	-1	2	5	-4
29	O=S(=O)(O)c1cccc2c(N=Nc3ccc(O)c4ncccc34)cccc12	92	105	103	28	6	-11	27	4
30	O=C(Nc1ccccc1)C1CCN(c2nccs2)CC1	96	99	106	10	-9	2	15	-8
31	CCCCN(C(=O)CC1CCCC1)c1c(N)n(CCCC)c(=O)[nH]c1=O	100	98	94	-1	-1	-4	/	0
32	CC1=NN(c2ccc(Cl)c(C(=O)O)c2)C(=O)C1	102	100	110	12	3	-7	12	-7
33	CCC1COCCS(=O)(=O)N1Cc1ccc(F)cc1 (stereo not given)	92	91	97	7	2	-1	-4	9
34	CCOC(=O)N1CCC(Nc2c(Nc3cccc(CC)c3)c(=O)c2=O)CC1	100	101	99	-7	9	8	-17	9
35	Cc1cc(NC(=O)C2CCCN(S(=O)(=O)c3cnc[nH]3)C2)ccc1Br (stereo not given)	104	118	95	-2	15	9	0	3
36	O=C(COc1ccc(S(=O)(=O)NC2CCCCC2)cc1)NCC1CCCO1 (stereo not given)	93	97	95	-4	0	4	14	-3
37	CCc1nc2cc3sc(CC)nc3cc2s1	115	104	97	13	8	4	3	-3
38	CC(=O)c1ccccc1Oc1nc(CN2CCOCC2)nc2scc(-c3cccs3)c12	101	99	99	12	5	-20	7	-22
39	Clc1ccc(-c2nnc3sc(Cc4cccs4)nn23)c(Cl)c1	99	94	100	6	1	3	-9	-8
40	CCCCN(C(=O)CSCc1ccc(C)cc1)c1c(N)n(CCC)c(=O)[nH]c1=O	84	103	108	1	1	-2	-3	-4
41	N/C(=N\OC(=O)c1ccc2ccccc2c1)c1ccccn1	92	105	105	0	-13	12	-1	8
42	COc1ccc(C(=O)N(Cc2ccc(N(C)C)cc2)C2CCS(=O)(=O)C2)cc1 (stereo not given)	93	103	96	13	4	-1	3	-1
43	Cc1nc2ccccc2c(=O)n1/N=C/c1ccccc1O	95	108	105	-8	14	8	7	7
44	FC(F)Oc1ccccc1/C=N/n1cnc2ccccc21	103	91	95	13	49*	-8	-7	-2
45	Cc1nc(N2CCC(C)CC2)c2c(C)c(C(=O)Nc3cccc(C(F)(F)F)c3)sc2n1	89	91	106	8	1	-8	3	2

A run of entries taken from the entries so far, for reference:
no.	SMILES	LAP4 TOR yeast	MEP2 TOR yeast	RPL19A-GFP yeast	ZTA counter	AHR activator	proCasp7 act	EBNA-1 inhibitor	procasp3 activ
34	CCOC(=O)N1CCC(Nc2c(Nc3cccc(CC)c3)c(=O)c2=O)CC1	100	101	99	-7	9	8	-17	9
35	Cc1cc(NC(=O)C2CCCN(S(=O)(=O)c3cnc[nH]3)C2)ccc1Br (stereo not given)	104	118	95	-2	15	9	0	3
36	O=C(COc1ccc(S(=O)(=O)NC2CCCCC2)cc1)NCC1CCCO1 (stereo not given)	93	97	95	-4	0	4	14	-3
37	CCc1nc2cc3sc(CC)nc3cc2s1	115	104	97	13	8	4	3	-3
38	CC(=O)c1ccccc1Oc1nc(CN2CCOCC2)nc2scc(-c3cccs3)c12	101	99	99	12	5	-20	7	-22
39	Clc1ccc(-c2nnc3sc(Cc4cccs4)nn23)c(Cl)c1	99	94	100	6	1	3	-9	-8
40	CCCCN(C(=O)CSCc1ccc(C)cc1)c1c(N)n(CCC)c(=O)[nH]c1=O	84	103	108	1	1	-2	-3	-4
41	N/C(=N\OC(=O)c1ccc2ccccc2c1)c1ccccn1	92	105	105	0	-13	12	-1	8
42	COc1ccc(C(=O)N(Cc2ccc(N(C)C)cc2)C2CCS(=O)(=O)C2)cc1 (stereo not given)	93	103	96	13	4	-1	3	-1
43	Cc1nc2ccccc2c(=O)n1/N=C/c1ccccc1O	95	108	105	-8	14	8	7	7
44	FC(F)Oc1ccccc1/C=N/n1cnc2ccccc21	103	91	95	13	49*	-8	-7	-2
45	Cc1nc(N2CCC(C)CC2)c2c(C)c(C(=O)Nc3cccc(C(F)(F)F)c3)sc2n1	89	91	106	8	1	-8	3	2

New compounds follow.
no.	SMILES	LAP4 TOR yeast	MEP2 TOR yeast	RPL19A-GFP yeast	ZTA counter	AHR activator	proCasp7 act	EBNA-1 inhibitor	procasp3 activ
46	CS(=O)(=O)c1nc([N+](=O)[O-])nn1CCCc1ccccc1	100	98	95	3	-1	-2	-3	-2
47	CCCOc1ccc(C(=O)NNC(=O)c2cccc(S(=O)(=O)N3CCN(C(C)=O)CC3)c2)cc1OC	96	103	97	7	0	1	-2	-9
48	COc1ccc(C(=O)/C=C/Nc2ccc(S(=O)(=O)Nc3cc(OC)nc(OC)n3)cc2)c(OC)c1	89	108	108	-2	0	-4	0	-4
49	Cc1cc(C)cc(C(=O)NCC(=O)OCc2c(C)noc2C)c1	98	102	105	-12	4	-5	23	4
50	CC(Cc1cccs1)NC(=S)Nc1ccc(F)cc1 (stereo not given)	97	111	106	-5	-3	-4	-1	-8
51	O=C(O)CC1S/C(=N/N=C/c2ccc(-c3ccccc3[N+](=O)[O-])o2)NC1=O (stereo not given)	85	106	104	6	7	1	4	-1
52	c1ccc(Nc2nc(N3CCOCC3)c3ccccc3n2)cc1	106	102	103	0	16	13	6	-14
53	O=C(CSCc1ccccc1)Nc1ccccc1	104	97	102	11	1	1	-10	-9
54	COc1ccc(C2CC(=O)Nc3cc(C)c(C)cc32)c(OC)c1OC (stereo not given)	94	98	97	9	8	2	4	5
55	CC(=O)c1c(C)[nH]c(C(=O)OCC(=O)N2CC(=O)Nc3ccccc32)c1C	93	103	98	-25	45	1	-11	4
56	CCOc1cc(C)ccc1OCc1nnc(SCC(=O)Nc2cccc(C(=O)O)c2)n1-c1ccccc1	100	114	106	-9	0	-2	-3	10
57	CCn1c(C)nc2cc(S(=O)(=O)C(F)(F)C(F)C(F)(F)F)ccc21 (stereo not given)	101	96	96	-5	0	-5	-3	6
58	Cc1cccc(C(=O)NNC(=O)c2cc3cc4ccccc4nc3s2)c1	118	140	103	10	74*	1	15	7
59	O=C(N/N=C/c1cccnc1)C1CCCN(S(=O)(=O)c2ccccc2)C1 (stereo not given)	100	110	97	4	6	0	0	1
60	O=C(NCC1CCCCC1)c1ccc(Br)o1	95	104	105	-2	0	9	-6	0
61	CCOC(=O)C1CCN(CC(=O)c2c(C)n(C)c3ccc(OC)cc23)CC1	109	106	99	1	5	-1	5	11
62	CCOC(=O)c1cc(-c2ccncc2)nc2c1c(C)nn2C	96	93	99	-8	2	6	-15	5

Compound activity (PubChem BioAssay)
